Screens deposited in PubChem by several laboratories.
TLR9-MyD88 block: TLR9-MyD88 interaction inhibition | Q9NR96+Q99836 | CHO BLA complementation TLR9-MyD88, CCF4 FRET ratio | inhibition, % at 4.98 µM | hit rate 0.21% among 340,000;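 active = inhibition above the mean over all tested compounds plus 3 SD, cut at about 21% in these data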;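 also: 0% = DMSO only wells and 100% = clavulanate BLA inhibitor control wells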
NCOA1 inh: inhibitors of human steroid receptor coactivator 1 (SRC1) | Q15788 | HEK293 GAL4-SRC1 luciferase reporter, luminescence | inhibition, % at 3.6 µM | hit rate 0.12% among 360,000;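 active = inhibition above the campaign mean plus 3 SD, with each screening campaign given its own cutoff, cut at about 60% in these data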;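 also: 0% = DMSO treated cells and 100% = gossypol at 36 µM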
Target sequence (Q15788 whole entry, looked up, the tested form may be a part): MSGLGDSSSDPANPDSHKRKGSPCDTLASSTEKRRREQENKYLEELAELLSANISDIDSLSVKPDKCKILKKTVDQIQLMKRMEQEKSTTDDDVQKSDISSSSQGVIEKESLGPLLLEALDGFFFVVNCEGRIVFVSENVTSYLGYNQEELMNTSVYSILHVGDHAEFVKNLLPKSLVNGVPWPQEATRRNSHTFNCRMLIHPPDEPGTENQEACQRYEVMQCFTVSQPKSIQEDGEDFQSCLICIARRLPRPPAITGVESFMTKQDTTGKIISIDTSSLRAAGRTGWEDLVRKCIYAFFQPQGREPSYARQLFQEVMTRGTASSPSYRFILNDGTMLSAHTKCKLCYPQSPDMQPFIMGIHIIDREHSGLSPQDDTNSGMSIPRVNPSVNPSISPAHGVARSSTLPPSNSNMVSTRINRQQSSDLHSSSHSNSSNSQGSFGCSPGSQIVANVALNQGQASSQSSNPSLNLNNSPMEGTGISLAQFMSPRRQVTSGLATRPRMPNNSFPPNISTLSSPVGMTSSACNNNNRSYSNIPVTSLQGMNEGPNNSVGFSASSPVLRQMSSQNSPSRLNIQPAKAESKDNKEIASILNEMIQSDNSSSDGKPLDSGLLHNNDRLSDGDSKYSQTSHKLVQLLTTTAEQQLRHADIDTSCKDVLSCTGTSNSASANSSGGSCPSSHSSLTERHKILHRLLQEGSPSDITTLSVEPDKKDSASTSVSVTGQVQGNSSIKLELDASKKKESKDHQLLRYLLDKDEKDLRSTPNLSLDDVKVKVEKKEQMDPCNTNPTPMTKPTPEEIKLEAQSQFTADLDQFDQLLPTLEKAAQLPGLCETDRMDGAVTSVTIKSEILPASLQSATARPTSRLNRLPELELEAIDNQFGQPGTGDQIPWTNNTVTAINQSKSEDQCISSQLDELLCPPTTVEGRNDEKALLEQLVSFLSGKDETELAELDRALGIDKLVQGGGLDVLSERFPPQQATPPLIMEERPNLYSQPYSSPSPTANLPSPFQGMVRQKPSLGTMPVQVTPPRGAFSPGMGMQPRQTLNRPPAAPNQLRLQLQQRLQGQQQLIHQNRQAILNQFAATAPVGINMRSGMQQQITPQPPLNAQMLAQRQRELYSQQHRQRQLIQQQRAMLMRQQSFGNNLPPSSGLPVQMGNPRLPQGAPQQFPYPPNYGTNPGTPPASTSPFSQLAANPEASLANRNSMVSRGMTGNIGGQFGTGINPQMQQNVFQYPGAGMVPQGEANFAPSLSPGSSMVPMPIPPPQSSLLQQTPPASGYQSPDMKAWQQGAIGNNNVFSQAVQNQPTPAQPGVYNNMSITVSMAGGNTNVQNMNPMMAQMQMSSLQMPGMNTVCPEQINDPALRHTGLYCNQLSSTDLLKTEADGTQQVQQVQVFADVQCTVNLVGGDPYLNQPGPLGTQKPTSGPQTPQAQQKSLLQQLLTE
EBV LMP1 NFkB: Epstein-Barr LMP1 NF-kappaB reporter inhibition; inhibition, % at 12.5 µM; LMP1-induced NF-kappaB luciferase reporter cells, luminescence; hit rate 0.69% among 350,000; in the data active = inhibition above about 41%;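 also: 0% = neutral control wells and 100% = reference inhibitor control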
SRC2 inh: inhibits human steroid receptor coactivator 2; HEK293 GAL4-SRC2 luciferase reporter, luminescence; inhibition, % at 9 µM; hit rate 0.17% among 370,000;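 active = inhibition above the mean inhibition of all tested compounds plus 3 SD, set per campaign, cut at about 52% in these data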;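 also: 0% = DMSO treated cells and 100% = cells given Gossypol at 36 µM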
NR2F2 inh: inhibitors of human COUP-TFII (NR2F2); P24468; HEK293T NGFI-A luciferase reporter, luminescence; inhibition, % at 8.6 µM; hit rate 0.7% among 370,000; AID 686940;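 active = inhibition above a per-plate cutoff, mean inhibition of test wells between control levels plus 3 SD, cut at about 38% in these data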;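 also: cells cotransfected with COUP-TFII expression vector driving the NGFI-A reporter; 0% = median of COUP-TF2 test wells and 100% = reporter-only cells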
LRH-1 inv ag: inverse agonists of human LRH-1 (NR5A2); O00482; HEK293T StAR-luciferase reporter, LRH-1 transfected, 24 h; inhibition, % at 3.6 µM; hit rate 0.13% among 360,000; AID 602396;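 active = inhibition above the mean inhibition of all tested compounds plus 3 SD, cut at about 73% in these data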;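 also: 0% = DMSO wells and 100% = reporter-only cells lacking LRH-1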
MC4R barr agon: agonists of human melanocortin 4 receptor (MC4R) beta-arrestin; U2OS MC4R beta-arrestin complementation, luminescence; percent of melanotan II response, DMSO zero; hit rate 0.98% among 360,000; AID 540308; activation, % at 8.9 µM; P32245;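 active = activation above a per-plate cutoff, the mean activation of sample wells on that plate plus 3 SD, cut at about 8% in these data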
MC4R antagonist: blocks human MC4R cAMP signaling; MC4R-expressing cells, MTII-stimulated cAMP, LANCE TR-FRET; inhibition, % at 6.5 µM; hit rate 0.48% among 360,000;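 active = inhibition above its plate's cutoff, the mean of tested wells on that plate plus 3 SD, cut at about 29% in these data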;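 also: 0% = Melanotan II alone and 100% = Melanotan II plus saturating MCL0020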
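System: U2OS cells stably expressing human melanocortin 4 receptor (MC4R). Reagent: Melanotan II challenge after compound preincubation. Doses: 6.5 µM. Times: 30-min compound, 1-h challenge, 1-h detection, room temperature. Measured by: TR-FRET with Eu-cAMP and labeled anti-cAMP, 671 nm. Replicates: singlicate.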
ABHD5 PLIN5 PPI: ABHD5-PLIN5 protein interaction inhibition | Q00G26+Q8WTS1 | Split G. princeps luciferase complementation, luminescence, 4 h | inhibition, % at 4 µM | hit rate 0.78% among 360,000;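 active = inhibition above the mean inhibition across every tested compound plus 3 SD, cut at about 22% in these data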;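 also: 0% = DMSO only wells and the 100% control is not disclosed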
NOD2-RIPK2 inh: NOD2-RIPK2 protein interaction inhibition. O43353. CHO BLA complementation NOD2-RIPK2, CCF4 ratio. inhibition, % at 4.98 µM. hit rate 0.38% among 360,000. AID 624267; in the data active = inhibition above about 21%;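 also: 0% = vehicle only and 100% = reference blocker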
NCOA3 inh: human NCOA3 inhibition | Q9Y6Q9 | HEK293 GAL4-SRC3 luciferase reporter, luminescence | inhibition, % at 3.6 µM | hit rate 0.17% among 360,000 | AID 588352;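 active = inhibition above a per-campaign cutoff, the mean of all compounds plus 3 SD, cut at about 60% in these data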;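 also: 0% = DMSO-treated cells and 100% = gossypol-treated cells at 36 µM; higher means less SRC3-driven luciferase light from the GAL4 reporter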
Numbers without * were called inactive; · = not tested or not shown.

SMILES	TLR9-MyD88 block	NCOA1 inh	EBV LMP1 NFkB	SRC2 inh	NR2F2 inh	LRH-1 inv ag	MC4R barr agon	MC4R antagonist	ABHD5 PLIN5 PPI	NOD2-RIPK2 inh	NCOA3 inh
Cc1ccc(F)c(S(=O)(=O)NC(=O)C2(C)CCN2C(=O)Cc2cccc3ccccc23)c1 (stereo not given)	·	0.1	·	3.8	-8.6	-2.6	2.1	1.3	-2.0	-7.2	-7.9
COc1ccc(/C=C/C(=O)NC2CCS(=O)(=O)C2)cc1 (stereo not given)	-5.0	-12.4	-3.0	-2.7	4.9	-1.5	-1.3	5.9	14.8	-8.2	-8.7
COc1ccc(NC(=O)C2=CC(c3ccc(OC)cc3)=NS(=O)(=O)N2C)cc1	-3.8	-28.8	-1.1	10.2	1.4	-16.6	-0.6	1.6	-8.1	2.3	7.1
CC(=O)c1c(C(C)=O)c(C)n(-c2ccc3ncccc3c2)c1C	1.6	-14.1	6.8	-6.0	10.3	-11.9	-2.0	13.3	-1.8	4.4	34.7
NC(CCc1ccccc1)c1csc(Nc2cnccn2)n1 (stereo not given)	·	-4.3	·	-21.6	-1.8	-1.4	3.4	-0.5	-7.4	0.4	0.9
O=c1ccc2c(-c3ccccc3)c3ccc(O)cc3oc-2c1	-2.2	11.0	-2.2	-15.4	6.0	-4.2	-1.2	-4.7	9.6	0.7	16.1
Cc1cccc([C@@H]2C[C@H]3CN(Cc4cccc(Cl)c4)C(=O)[C@]34CCCN24)n1	-4.0	-2.7	2.8	3.7	10.8	-0.7	-4.0	17.1	-1.5	-15.2	19.5
COc1ccccc1-n1cnnc1SCC(=O)c1ccc[nH]1	2.1	-8.1	8.9	19.8	-7.5	-12.1	-2.3	5.6	-0.9	-3.5	19.1
CCCc1cc(C(=O)Nc2ccc(C(=O)c3ccc(C)cc3)cc2)n(C)n1	-7.7	-0.8	3.6	-8.9	10.0	-14.8	3.0	7.0	10.7	-3.9	-6.1
OCCN1CCN(c2nnc(-c3ccccc3)c3ccccc23)CC1	1.7	-7.0	5.6	-26.5	23.7	1.6	-3.0	7.7	0.8	-8.3	12.5
CO[C@@H]1CN(C)C(=O)c2cc(NS(=O)(=O)c3ccc(C)cc3)ccc2OC[C@H](C)N(Cc2nccs2)C[C@H]1C	·	·	·	6.3	-0.4	4.3	·	·	-4.0	-11.8	·
N#Cc1cnc(NN)nc1	1.7	-4.4	0.7	10.3	5.3	-36.1	-2.3	-7.0	-7.0	-0.1	9.8
Cc1cc(NC(=O)CN2CCCCCCC2)no1	-6.2	-2.7	2.3	-7.5	6.9	15.8	-1.1	-1.4	-10.5	0.6	-6.1
COc1ccc(OCC(=O)NCCc2c[nH]c3ccccc23)cc1	6.3	15.1	7.5	-4.1	5.2	-11.7	-1.9	-5.0	-2.3	3.2	13.0
CCc1ccccc1NC(=O)CSc1nnc(-c2ccncc2)o1	1.9	5.0	-0.4	11.6	-1.9	10.0	-1.5	4.7	-8.0	-3.8	21.0
Cc1cccc(Nc2cc(C)c3c(O)cccc3n2)c1C	2.0	-26.1	-27.5	-8.1	-2.2	-35.5	2.1	2.5	0.8	-6.4	-29.6
O=C(NC12CC3CC(CC(C3)C1)C2)N1CCN(c2ccccc2)CC1	-11.0	-0.3	0.1	-12.7	10.1	-14.9	3.5	-4.4	-10.6	0.3	-3.0
CC(C)=CCN1CCN(Cc2ccc(Sc3nncn3C)o2)CC1CCO (stereo not given)	1.6	1.0	1.1	1.4	-1.0	4.3	1.3	-11.3	0.4	5.2	-14.0
Cn1cc(C(=O)c2ccc(F)cc2)cc1-c1nc2ccccc2n1C	-0.4	7.4	14.4	18.1	15.1	35.4	0.5	4.2	-0.5	4.1	12.7
COc1ccc(N2CCN(C(=O)c3ccc(N4CCCCS4(=O)=O)cc3)CC2)cc1	-7.7	-7.0	12.1	-9.0	17.1	4.1	-3.1	-5.9	1.4	-0.3	-27.0
Cc1csc(NC(=O)CSc2ncc(-c3ccccc3)[nH]2)n1	-13.4	-26.8	-4.7	-17.5	-2.3	-15.3	5.3	5.1	-6.4	-7.9	3.3
COC(=O)c1c(NC(=O)COC(=O)CCS(=O)(=O)c2ccc(C)cc2)sc(C)c1C	-1.2	18.6	10.2	13.5	-19.1	22.2	-3.0	3.9	-6.3	-10.9	17.2
C=CCn1c(Cc2ccccc2)nc2c(cnn2-c2ccccc2)c1=O	1.7	0.1	7.4	5.1	20.7	19.7	3.2	-12.7	-5.0	-6.4	-7.0
CCC(C)NS(=O)(=O)c1ccc(S(=O)(=O)N(CC(=O)Nc2ccccc2)CC2CCCO2)cc1 (stereo not given)	-1.0	11.8	-3.9	25.3	12.2	11.3	1.3	6.2	-0.8	-13.2	17.4
CC1NS(=O)(=O)c2cc([N+](=O)[O-])ccc21 (stereo not given)	·	·	·	-20.2	-9.5	-4.0	·	·	-3.6	-1.4	·
COc1ccccc1-n1c(SCC(N)=O)nc2sc3c(c2c1=O)CCC3	2.5	8.2	0.8	6.6	-7.6	-8.2	-1.2	12.3	-3.7	6.2	13.5
OC(CNCC1CCCO1)COc1ccc(OCC(O)CNCC2CCCO2)cc1 (stereo not given)	-1.4	-13.7	2.5	·	·	-14.1	0.0	-5.5	5.0	-1.1	12.1
O=C(NCC(=O)N1CCN(c2ncccn2)CC1)c1ccc(F)cc1	-1.3	-13.6	-6.4	9.6	-16.3	-28.8	-1.0	5.1	-2.7	-3.3	-21.6
Cc1ccccc1NC(=S)NCc1ccc2c(c1)OCO2	7.9	14.3	2.7	17.0	-1.3	19.1	0.7	9.8	-5.4	38.8*	7.4
O=C(Cc1c(O)c2ccccc2[nH]c1=O)OC1CCCCC1	-0.2	-4.8	4.4	-15.9	0.4	10.8	2.5	1.8	8.8	-14.7	21.0
CCOC(=O)c1c(NC(=O)c2cccs2)sc2c1CC(C)(C)OC2	2.7	7.0	12.8	20.1	5.3	15.8	0.6	7.9	-2.2	-4.7	-7.9
COc1ccc(OC)c(C(=O)C(=O)c2cc(OC)ccc2OC)c1	-3.0	-5.8	12.7	24.3	9.5	-12.3	-0.8	5.8	9.9	-5.1	-20.8
Cc1ccc(F)c(CNC(=O)C2CCC(=O)N(CCN3CCOCC3)C2)c1F (stereo not given)	-11.7	23.0	4.3	17.8	-1.3	5.3	-0.1	-2.5	-3.3	-10.6	-2.0
Cc1ccc(-c2nc(CS(=O)(=O)CC(=O)NCc3ccc4c(c3)OCO4)c(C)o2)cc1	-15.7	6.0	-7.9	7.0	10.3	13.7	-3.3	15.8	4.3	-11.6	-13.2
O=C(Nc1nccs1)NC(C(F)(F)F)C(F)(F)F	5.2	-13.2	-6.9	-1.2	-2.2	5.3	-0.5	4.3	2.6	3.9	-0.9
CCCNC(=O)c1ccc(Cn2c(=S)[nH]c3c([nH]c4ccc(OC)cc43)c2=O)cc1	5.2	-29.1	7.0	3.8	7.9	8.5	-1.9	18.8	1.6	4.2	-22.4

Look-ups from the list:
O=C(NCC(=O)N1CCN(c2ncccn2)CC1)c1ccc(F)cc1 in NCOA1 inh reads -13.6
COc1ccc(N2CCN(C(=O)c3ccc(N4CCCCS4(=O)=O)cc3)CC2)cc1 in NR2F2 inh reads 17.1
Cc1ccc(-c2nc(CS(=O)(=O)CC(=O)NCc3ccc4c(c3)OCO4)c(C)o2)cc1 in NCOA3 inh reads -13.2

Next section:
SMILES	TLR9-MyD88 block	NCOA1 inh	EBV LMP1 NFkB	SRC2 inh	NR2F2 inh	LRH-1 inv ag	MC4R barr agon	MC4R antagonist	ABHD5 PLIN5 PPI	NOD2-RIPK2 inh	NCOA3 inh
C#CCOCCOCCOCCNc1nc(N2CCN(C(=O)CCCCCCCCCCNC(=O)[C@@H](CCSC)n3cc(CCO)nn3)CC2)nc(N2CCN(C(=O)CCCCCCCCCCNC(=O)[C@H](CO)n3cc(CCCCCN)nn3)CC2)n1	1.3	-23.4	6.7	·	·	-6.2	-2.5	8.9	45.9*	7.7	12.5
CCN(CC)C(=O)c1cnn(-c2ccccc2)c1NC(=O)c1ccccc1F	2.8	-8.7	1.9	·	·	-1.2	2.7	0.0	-10.9	-4.8	-7.3
CCOC(=O)C(=NC(C)CC)NNc1cccc(C(F)(F)F)c1 (stereo not given)	-12.7	2.9	5.4	-39.8	4.5	-11.3	2.4	27.1	-5.3	6.1	12.7
CCN1CCn2c3c(c4cccc(C)c42)CCCC31 (stereo not given)	9.2	4.7	-2.3	28.6	21.8	-8.4	-1.3	0.9	2.9	-3.2	12.1
CCOC(=O)CNC(=O)c1c(C)nn(C)c1Cl	-12.1	10.8	5.2	-14.9	2.4	2.5	-0.1	-1.4	2.5	-5.9	-10.6
CC(C)c1ccc(Cc2nnc(NCCCO)[nH]c2=O)cc1	-43.9	-0.5	-0.6	·	·	18.1	-1.7	1.9	4.7	-3.9	14.9
CCn1ccnc1CN(C)C(=O)c1cc(COc2ccccc2SC)on1	-5.4	-51.6	26.3	-38.0	-15.5	-58.1	-2.1	-0.1	-1.3	-7.2	-36.3
COc1ccc2nc(NC(=O)[C@@H]3CCCN3C(=O)c3cccs3)sc2c1	5.5	-12.2	-8.7	-14.7	-18.3	-12.4	-1.0	14.0	-1.2	-15.7	-3.8
COc1ccc(CNC(=O)CC23CC4CC(CC(C4)C2)C3)cc1	10.5	4.9	-3.1	-18.6	-11.9	-14.9	-1.2	1.8	-8.3	-1.6	-2.7
COc1cccc(CNC(=O)[C@@H]2CCCN2C(=O)[C@H]2CCCCN2C(=O)OC(C)(C)C)c1	·	·	·	-10.9	-2.2	0.6	·	·	-4.3	-7.0	·
CC1=C(C(=O)N2CCOCC2)CC(CC(=O)NCCCN(C)C)C(=O)N1Cc1ccc(F)cc1 (stereo not given)	·	-7.7	·	-6.0	9.5	20.8	·	·	2.6	-2.8	-2.4
Cc1cccc(C)c1NC(=O)c1ccc(CN2CCc3ccccc3C2)cc1	4.5	8.4	2.9	8.0	6.4	20.9	-2.0	6.6	-2.5	1.3	3.2
CSc1ncccc1C(=O)OCC(=O)c1ccc[nH]1	-9.0	-20.6	27.5	-15.4	-19.5	17.8	-1.1	4.8	4.1	-8.6	-5.5
CCOC(=O)N1CCN(C(=O)c2cc(OC)c(OC)c(OC)c2)CC1	3.5	-12.7	-25.0	-19.7	25.2	4.9	-0.8	-2.0	0.9	0.2	13.6
CNC(=O)COc1coc(CN2CCN(c3ccc(F)cc3)CC2)cc1=O	-19.9	11.1	-3.8	24.0	-5.7	-21.8	0.8	3.9	-2.5	-7.4	3.2

Some of the compounds tested, so the mix of outcomes need not match the whole.
